14-3-3g Raf: modulators of 14-3-3 gamma protein binding, primary screen, biochemical, fluorescence polarization | 14-3-3 protein gamma (Homo sapiens), P61981 | FP, 14-3-3gamma / TMR-pS259-Raf peptide binding | inhibition, % at 40 µM | 160,000 tested, 0.19% active | AID 422, 2006; in the data active means inhibition above about 30%;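 further: 0% = protein plus tracer without compound and 100% = blank with tracer alone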
Target sequence (P61981 whole entry, looked up): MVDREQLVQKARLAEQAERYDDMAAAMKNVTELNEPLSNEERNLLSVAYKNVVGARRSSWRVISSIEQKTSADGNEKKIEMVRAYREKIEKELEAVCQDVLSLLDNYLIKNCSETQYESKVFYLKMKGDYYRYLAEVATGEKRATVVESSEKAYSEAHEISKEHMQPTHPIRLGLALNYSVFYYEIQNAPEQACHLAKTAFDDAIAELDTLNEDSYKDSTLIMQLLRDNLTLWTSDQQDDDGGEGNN
Numbers without * were called inactive; & = joins results of further samples. Not all compounds are listed. The share of hits here may be higher or lower than overall.

SMILES	14-3-3g Raf
COC(=O)C1=C(N)OC2=C(C(=O)CC(C)(C)C2)C1c1ccc(C)cc1 (stereo not drawn)	-1
CCOC(=O)c1c(-c2ccc(C)cc2)csc1NC(=O)c1ccc2cc(OC)ccc2c1	-10
COC(=O)C1CCN(S(=O)(=O)Cc2ccccc2)CC1	-12
COc1ccc(NC(=O)CCN2C(=O)C3C4CCC(C4)C3C2=O)cc1 (stereo not drawn)	1
CCSc1nnc2c(n1)OC(c1ccsc1)Nc1ccc(Br)cc1-2 (stereo not drawn)	-162
Cc1ccccc1NC(=O)Cc1nnc(SCC(=O)N2CCN(c3ccccc3)CC2)n1C	3
O=C(Nc1ccc(Cc2ccncc2)cc1)c1ccc2ccccc2n1	-7
CCOC(=O)Cn1c(=O)oc2cc(S(=O)(=O)Nc3ccc(F)cc3)ccc21	-3
CSc1nnc2c(n1)OC(c1ccc(C)cc1)Nc1ccccc1-2 (stereo not drawn)	6
COc1ccc(OC)c2[nH]c(=O)c(CCNC(=O)c3ccc(S(=O)(=O)N4CCCC4)cc3)cc12	-3&8
CCc1ccc(NC(=O)Cn2c(=O)n(-c3cc(OC)c(OC)c(OC)c3)c(=O)c3ccccc32)cc1	-2
O=C(CN(C(=O)CCC(=O)Nc1nccs1)c1ccccc1F)NCC1CCCO1 (stereo not drawn)	-5

Pulled by structure from the list above, four records:
SMILES	14-3-3g Raf
CCSc1nnc2c(n1)OC(c1ccsc1)Nc1ccc(Br)cc1-2 (stereo not drawn)	-162
Cc1ccccc1NC(=O)Cc1nnc(SCC(=O)N2CCN(c3ccccc3)CC2)n1C	3
O=C(Nc1ccc(Cc2ccncc2)cc1)c1ccc2ccccc2n1	-7
O=C(CN(C(=O)CCC(=O)Nc1nccs1)c1ccccc1F)NCC1CCCO1 (stereo not drawn)	-5

Seven entries from above, arranged by the value under 14-3-3g Raf, rising.
SMILES	14-3-3g Raf
CCSc1nnc2c(n1)OC(c1ccsc1)Nc1ccc(Br)cc1-2 (stereo not drawn)	-162
CCOC(=O)c1c(-c2ccc(C)cc2)csc1NC(=O)c1ccc2cc(OC)ccc2c1	-10
O=C(Nc1ccc(Cc2ccncc2)cc1)c1ccc2ccccc2n1	-7
O=C(CN(C(=O)CCC(=O)Nc1nccs1)c1ccccc1F)NCC1CCCO1 (stereo not drawn)	-5
CCOC(=O)Cn1c(=O)oc2cc(S(=O)(=O)Nc3ccc(F)cc3)ccc21	-3
COc1ccc(NC(=O)CCN2C(=O)C3C4CCC(C4)C3C2=O)cc1 (stereo not drawn)	1
CSc1nnc2c(n1)OC(c1ccc(C)cc1)Nc1ccccc1-2 (stereo not drawn)	6

Continuation.
SMILES	14-3-3g Raf
COc1cc(C2NC(C(=O)O)CS2)ccc1C (stereo not drawn)	-2
CCCOc1ccc(C2C(C(=O)OC3CCCCC3)=C(C)NC3=C2C(=O)CCC3)cc1OC (stereo not drawn)	-36
CC1CCN(c2ccc(C(=O)NCc3cccs3)cn2)CC1	0
Cc1ccc(P(=Nc2ccccc2)(N2CCOCC2)N2CCOCC2)o1	-5
NC(=O)c1c(Nc2ccccc2)sc(C(=O)c2ccccc2)c1N	-10
COC(=O)c1oc2ccc(Br)cc2c1-n1cccc1	-4
Cc1ccc(C)c(NC(=O)CS(=O)(=O)c2cn(Cc3ccccc3Cl)c3ccccc23)c1	-3
CCc1ccc(NC(=O)N2CCN(Cc3ccccc3)C2)cc1	-5
COc1cc([N+](=O)[O-])ccc1NC(=O)c1ccc(S(=O)(=O)N2CCCCC2)cc1	3
Cc1cc(C)n(-c2nc3c(c(=O)n(Cc4ccc(Cl)c(Cl)c4)c(=O)n3C)n2C)n1	-3
Cc1nonc1NC(=O)N1CCCCC1	-13
Cc1ccc(-n2c(=O)[nH]cc(C(=O)Nc3ccc4c(c3)OCCO4)c2=O)cc1C	37*
CC(C)(C)CC[n+]1ccc(C(N)=O)cc1	2
COc1ccc(-c2cc(C(=O)NCCCN3CCOCC3)no2)cc1OC	9
CC(C)N(Cc1ccccc1)C(=O)COC(=O)c1ccc2c(c1)OCCO2	-4
COCCCC/C(=N\OCCN)c1ccc(C(F)(F)F)cc1	-3&-6
CC1CN(c2oc(COc3ccc(Cl)cc3Cl)nc2C#N)CC(C)O1 (stereo not drawn)	-7
Cn1c(SCC(=O)N2CCCCC2)nc2c([nH]c3ccccc32)c1=O	-1
COc1ccc(S(=O)(=O)N(CC(=O)Nc2ccc(Cl)cc2C)c2ccc(C)cc2)cc1	-4
CCOc1ccc(-c2nc(-c3ccccc3)no2)cc1OCC	-3
Cc1cc(C)n2cc(CSc3nc4cc(Cl)ccc4o3)nc2n1	-12
Cc1ccc(S(=O)(=O)NCC(=O)OC2CCOC2=O)cc1 (stereo not drawn)	-1
CC(C)(C)/C(O)=C(/C#N)c1nc2ccccc2[nH]1	-3
CCOc1cc(C2C(C(=O)OC3CCCC3)=C(C)NC3=C2C(=O)CCC3)cc(Br)c1O (stereo not drawn)	-1
O=C(CNC(=O)Cn1cnc2sc3c(c2c1=O)CCCC3)NCc1ccc(F)cc1	-3
COc1cccc(-n2ccnc2SCC(=O)Nc2cc(C)cc(C)c2)c1	-3
O=C(Nc1ccc(Br)cc1)c1nc[nH]c1C(=O)O	-2
c1ccc2sc(SCc3ccc(-c4nnco4)cc3)nc2c1	-2
CC1CCN(C(=O)Nc2cccc(Cl)c2)CC1	9
COc1ccc(C2/C(=C(\O)c3ccc(Br)cc3)C(=O)C(=O)N2c2cccc(C(=O)O)c2)cc1OC (stereo not drawn)	-11
O=C1CC(c2ccc3c(c2)OCO3)CN1 (stereo not drawn)	-11
COC(=O)c1ccc2c(=O)n(CCN3CCOCC3)c(=S)[nH]c2c1	6&7
COc1ccc(-c2ccc(SCC(=O)N3CCCC3)nn2)cc1OC	-11
CC1(C)CC(=O)C2=C(C1)OC1=C(C(=O)CC(C)(C)C1)C2c1cc2c(cc1Cl)OCO2	5
CCOc1ccc(NC(=O)CSc2nc3c([nH]c4ccccc43)c(=O)n2-c2ccc(F)cc2)cc1	2
COc1cc(C=Cc2ccc3cccc(OC(C)=O)c3n2)c(Br)cc1OC(C)=O	2

In another format: results already given.
> COc1cccc(-n2ccnc2SCC(=O)Nc2cc(C)cc(C)c2)c1
- 14-3-3g Raf = -3
> O=C(Nc1ccc(Br)cc1)c1nc[nH]c1C(=O)O
- 14-3-3g Raf = -2
> c1ccc2sc(SCc3ccc(-c4nnco4)cc3)nc2c1
- 14-3-3g Raf = -2
> CC1CCN(C(=O)Nc2cccc(Cl)c2)CC1
- 14-3-3g Raf = 9

Remaining list, next part
SMILES	14-3-3g Raf
COc1cc(C2C3=C(CC(C)(C)CC3=O)Nc3nc(SCc4ccccc4F)nn32)cc(OC)c1OC (stereo not drawn)	-3
COc1ccc(N2CCN(C(=O)CSc3ccccc3N)CC2)cc1	0
CC1=C(C(=O)Nc2ccccc2F)C(c2cccc(Br)c2)C2=C(CC(C)(C)CC2=O)N1 (stereo not drawn)	-2
COC(=O)c1ccccc1NC(=O)CCS(=O)(=O)c1ccc(Br)s1	-8
Cc1ccc(N2C(=O)[C@@H]3C(c4ccc(F)cc4)=NO[C@@H]3C2=O)cc1	5
CCCSc1nc2c([nH]c3ccccc32)c(=O)n1-c1ccc(F)cc1	0
CCCN1Cc2cccc(C(=O)NCCCOC(C)C)c2C1=O	-5
O=C(CCN1c2ccccc2Sc2ccccc21)OCC(=O)N1CCN(C(=O)c2ccco2)CC1	-2
Cc1ccc(C2C=C(c3ccc4c(c3)OCO4)Nc3ncnn32)cc1 (stereo not drawn)	-4&6
O=C1NC2(CCCCC2)Cc2ccccc21	1
Cc1ccc(C=C2CCCC3=C2Nc2nnnn2C3c2ccc(C)cc2)cc1 (stereo not drawn)	3
O=C(Nc1ccc2c(c1)OCO2)C(c1ccc(Cl)cc1)N1CCC2(CC1)OCCO2 (stereo not drawn)	-8
NC(=O)c1c(NC(=O)CSc2nc(-c3ccco3)cc(C(F)(F)F)n2)sc2c1CCCC2	-17
COc1ccc(C(=O)Nc2cc3oc4ccccc4c3cc2OC)cc1	-12
CC(=O)C1=C(C)Nc2ccccc2S1	-39
CCCCN(CCCC)C(=O)c1cc2ccccc2c(=O)o1	-10
CCc1ccc(NS(C)(=O)=O)cc1	-7
COCc1c(N)c(C)nc(Cl)c1C#N	-11
CCOCCN1CCN(c2c3c(nc4cc(-c5ccc(F)cc5)nn24)CCC3)CC1	-6
CC(C)c1ccc(O)c(NC(=O)c2ncn[nH]2)c1	-6&-7
CCc1ccccc1-n1c(SCC(=O)c2ccc(Cl)cc2)nc2[nH]ncc2c1=O	-34
O=C(O)CCCCCNCc1ccc(Cl)c([N+](=O)[O-])c1	6
Cc1ccc(C(=O)OCCN2C(=O)c3cccc4c(N5CCOCC5)ccc(c34)C2=O)cc1	-94
CCOC(=O)c1nnn(-c2nonc2N)c1CSc1ccccn1	2
Cc1nc(N2CCCCC2C)c2c(C)c(C(=O)Nc3cccc(C(F)(F)F)c3)sc2n1 (stereo not drawn)	-1
COCCOC(=O)c1c(C)oc2cc(Br)c(OCc3ccc(Cl)cc3)cc12	-7
Cc1ccn2c(Nc3ccc4c(c3)OCO4)c(-c3cccnc3)nc2c1	-5
COC(=O)Sc1nnc(-c2ccc(Br)cc2)o1	2
O=[N+]([O-])c1ccc(-c2nnc(-c3cccs3)o2)cc1	1
CCOC(=O)C1CCCN(C(=O)c2ccc3c(=O)n(Cc4ccccc4OC)c(=S)[nH]c3c2)C1 (stereo not drawn)	-2
CC1(C)CC(=O)C2=C(C1)c1c(ccc3ccccc13)NC2c1ccccn1 (stereo not drawn)	-7
Cc1ccc(SCc2cc(=O)[nH]c(Nc3nc(C)c4ccc(C)cc4n3)n2)cc1	-1
Cc1cc(C)cc(N2C(=O)CC(Sc3ncn[nH]3)C2=O)c1 (stereo not drawn)	-2
CCC(C(=O)Nc1ccc(S(=O)(=O)Nc2nccc(C)n2)cc1)c1ccccc1 (stereo not drawn)	-1
CCOC(=O)CSc1nc2sc3c(c2c(=O)n1-c1ccc(Br)cc1)CC(C)(C)OC3	-2
C#CCOc1ccc2c(c1)c(C(=O)OCC)c(C)n2C	-2
O=C1c2cccc3cccc(c23)C(=O)N1CCN1CCN(S(=O)(=O)c2cccc([N+](=O)[O-])c2)CC1	3
CCNC(=O)c1ccc(Br)c(S(=O)(=O)N2CCOCC2)c1	0
O=C(Nc1nc2c(s1)CCCC2)c1ccc(Cc2ccccc2)cc1	-8
COc1ccc(-n2c(=O)c3c4c(sc3n(CC(=O)NCc3ccco3)c2=O)CCCC4)c(OC)c1	-7
COc1cc(NC(=O)CSc2cc(=O)n(C)c3cc(Cl)ccc23)cc(OC)c1OC	1
CCCC(=O)c1cn(CC(=O)OC)c2ccccc12	-4
O=C(Nc1ccccc1[N+](=O)[O-])c1ccccc1	-2
Cc1csc(NC(=O)C2CCCN(S(=O)(=O)c3cccs3)C2)n1 (stereo not drawn)	7
COc1ccc(-n2cc(-c3ccccc3)nc2SCC(=O)NC2CCCCC2)cc1	-9
O=C(Nc1c(C(=O)Nc2ccc(Br)cc2)cnn1-c1ccccc1)c1ccco1	-7
Cc1ccc(Oc2ncnc(N)c2[N+](=O)[O-])cc1C	-3
CCc1nnc(NC(=O)CSc2nnc(-c3ccccc3O)n2-c2ccc(C)cc2C)s1	-10
Cc1oc2c(cc(NS(=O)(=O)c3cccs3)c3ccccc32)c1C(=O)OC(C)C	-186
CC(C)(C)c1ccc(NC(=O)NCc2ccco2)cc1	1
CCOC(=O)c1c(NC(=O)COc2ccc(C(C)C)cc2)sc2c1CCC(C)C2 (stereo not drawn)	-9
Cc1nc2c(C(=O)NCc3cccnc3)c[nH]n2c(=O)c1Cc1ccc(Cl)cc1	-10
O=C(c1ccco1)N1CCN=C1SCc1ccccc1Cl	-2
Cc1ccccc1OCC(=O)Nc1ccc(N2C(=O)c3cccc([N+](=O)[O-])c3C2=O)cc1	-1
CCC(=O)Nc1cccc(NC(=O)CSc2nnnn2Cc2ccccc2)c1	-1
CCNC(=O)CN(CCc1ccccc1)S(C)(=O)=O	-13
O=C(COc1ncnc2ccccc12)NCc1ccc2c(c1)OCO2	1
C=CCOC(=O)C1=C(C)Nc2[nH]c(=O)[nH]c(=O)c2C1c1cccs1 (stereo not drawn)	-11
COc1ccc(N2CCN(C(=O)C3CCC(Cn4c(=S)[nH]c5ccccc5c4=O)CC3)CC2)cc1 (stereo not drawn)	-8
COc1ccc(CN(CC(=O)NC2CCCC2)C(=O)c2onc(C(N)=O)c2N)cc1	-5
Remaining list, next part.
SMILES	14-3-3g Raf
C=CCn1c2ccccc2n2cc(-c3ccc(Cl)cc3)nc12	-3
COc1ccc(CNC(=O)c2cnn3c(C)c(Cc4ccc(F)cc4)c(C)nc23)cc1	5
Cc1ccccc1Nc1nc(-c2c(C)nc3ncccn23)cs1	-6
Oc1ccc2ccccc2c1C=Nc1nc2c(s1)CCCC2	36*
COC(=O)c1cc(OC)c(OC)cc1NC(=O)CSc1nnc(-c2cccnc2)n1C	-1
O=C(CCCC(=O)NCC1CCCO1)NCC1CCCO1 (stereo not drawn)	-21
COc1ccc(C2C(C(=O)NCc3ccccc3OC)CCC(=O)N2c2ccc3c(c2)OCO3)cc1 (stereo not drawn)	2
O=C(NCCc1ccccc1)c1cc(=O)n(Cc2ccc(Cl)cc2)c2ccccc12	-5
CN1C2CCC1CC(OC(c1ccccc1)c1ccccc1)C2 (stereo not drawn)	-5
COc1ccc(NC(=O)CCC(=O)Nc2ccc3nc(N4CCN(C)CC4)cc(C)c3c2)cc1Cl	-3
CCN(c1ccc(F)cc1)S(=O)(=O)c1cccc2nsnc12	-6
CCC(=O)N1CCCc2cc(S(=O)(=O)N3CCN(c4ncccn4)CC3)ccc21	-6
CC(C)OCCCNC(=O)CN1CCN(Cc2ccccc2Cl)C1=O	1
CCN(c1ccccc1)S(=O)(=O)c1cc(Br)cc2c1N(C(=O)C1CC1)CC2	-12
Cc1ccc(C2=CC(c3cc(Cl)ccc3OC(F)F)n3ncnc3N2)cc1 (stereo not drawn)	2
O=C(Nc1nc(-c2ccccc2)c(C(=O)c2ccccc2)s1)c1ccc(S(=O)(=O)N2CCCC2)cc1	-7
COc1ccc(-c2ccc3c(N)c(C(=O)NCc4ccccc4Cl)sc3n2)cc1	-21

Screens deposited in PubChem by Emory University Molecular Libraries Screening Center.
